# Screening results from PubChem.
# TAAR1 antag = human TAAR1 antagonism; AID 624466; CHO RD-HGA16 TAAR1, Fluo-8 calcium fluorescence, antagonist; Q96RJ0; 360,000 tested, 1.5% active; inhibition, % at 3 µM;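 active means inhibition above a per-plate cutoff, the mean inhibition of test compounds on that plate plus 3 SD, cut at about 49% in these data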;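 further: 0% = DMSO plus EC80 beta-PEA response and 100% = DMSO alone without agonist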
# Target sequence (Q96RJ0 whole entry, looked up): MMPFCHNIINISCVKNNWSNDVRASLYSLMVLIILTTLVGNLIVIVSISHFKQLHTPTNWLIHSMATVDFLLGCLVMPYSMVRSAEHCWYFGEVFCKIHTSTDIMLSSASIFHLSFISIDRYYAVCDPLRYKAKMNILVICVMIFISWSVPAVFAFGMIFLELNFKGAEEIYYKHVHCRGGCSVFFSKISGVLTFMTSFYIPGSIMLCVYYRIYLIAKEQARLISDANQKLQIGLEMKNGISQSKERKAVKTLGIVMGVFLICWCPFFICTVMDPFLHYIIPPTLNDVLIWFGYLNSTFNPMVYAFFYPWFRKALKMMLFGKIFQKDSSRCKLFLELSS
#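 Test system: hTAAR1-expressing CHO RD-HGA16 cells, Gα16-coupled; Probe or stimulus: EC80 β-phenethylamine stimulus; Compound dosing: single nominal final test compound concentration of 3 µM; Timing: 140 s kinetic read after compound, 140 s after agonist; Signal: Fluo-8 calcium-sensitive fluorescence; Measure: % inhibition of agonist calcium response; Controls: DMSO and EC80 PEA controls.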
# V1R ag counter = counter-screen for oxytocin receptor agonists: human V1a receptor agonists. AID 2797. 320,000 tested, 0.25% active. activation, % at 3 µM. CHO-V1R cells, Fluo-8 calcium fluorescence, agonist mode; 0% DMSO, 100% 3 nM vasopressin;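 active means activation above the mean activation of all tested compounds plus 3 SD, per screening run, cut at about 20% in these data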;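 further: signal is peak over basal fluorescence ratio across a 100 second FLIPR read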
# Target sequence (P37288 whole entry, looked up): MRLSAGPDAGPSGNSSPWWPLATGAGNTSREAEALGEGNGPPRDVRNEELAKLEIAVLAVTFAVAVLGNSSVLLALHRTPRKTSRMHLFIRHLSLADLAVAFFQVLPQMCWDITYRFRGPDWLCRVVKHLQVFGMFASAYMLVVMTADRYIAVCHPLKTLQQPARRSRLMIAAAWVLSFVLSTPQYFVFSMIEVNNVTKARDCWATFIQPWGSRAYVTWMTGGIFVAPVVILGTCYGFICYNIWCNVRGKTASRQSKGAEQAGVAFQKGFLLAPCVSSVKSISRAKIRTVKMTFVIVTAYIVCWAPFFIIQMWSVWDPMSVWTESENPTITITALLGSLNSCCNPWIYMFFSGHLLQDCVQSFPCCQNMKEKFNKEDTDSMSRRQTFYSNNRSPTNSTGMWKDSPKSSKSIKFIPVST
# OXTR potentiate = human OXTR potentiation; P30559; CHO-OTR cells, Fluo-8 calcium fluorescence, potentiator mode; 0% = oxytocin EC15, 100% = EC100; activation, % at 3 µM; 320,000 tested, 0.061% active;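 active means activation above that plate's cutoff, the mean activation of tested compounds plus 3 SD, cut at about 6.6% in these data, passing the limit was not always enough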;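 further: 100% uses oxytocin at 75 nM as the full agonist control; some results filed as inactive read as strong as hits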
#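 Material: CHO-OTR cells, human receptor; compound dosing: single dose, 3.0 µM nominal final compound concentration; schedule: 6 min compound pre-incubation at room temperature, 100 s kinetic read; measured by: kinetic Fluo-8 calcium fluorescence; read-out basis: % activation vs EC15 and EC100 oxytocin; controls: EC15 oxytocin alone as 0%, 75 nM oxytocin as 100%; replicates: singlicate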
# CHO-K1 Ca ag = counter-screen for M1 agonists: effect in parental CHO-K1 cells; activation, % at 3 µM; AID 602248; 360,000 tested, 0.48% active; Fluo-8 calcium fluorescence; scaled to maximal ATP response, vehicle zero; in the data active means activation above about 15%;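 further: untransfected CHO-K1 host cells lacking M1 receptor as counterscreen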
# CHO parental Ca = counter-screen for OX1R antagonists: effect in parental CHO cells; parental CHO-K1, ATP-induced calcium, Fluo-8 fluorescence; inhibition, % at 5.6 µM; 330,000 tested, 0.63% active; AID 463079;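 active means inhibition above that plate's mean sample inhibition plus 3 SD, cut at about 26% in these data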;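 further: 0% = ATP-challenged DMSO wells and 100% = DMSO wells without ATP; some compounds past the cut are filed as inactive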
#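 Assay system: untransfected parental CHO cell line. Also added: ATP agonist challenge. Dosing: one dose, 5.6 µM nominal. Measured by: Fluo-8 fluorescence. Read-out: % inhibition. Benchmarks: ATP wells versus no-ATP DMSO wells. Repeats: no replicates.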
# CHO-K1 Ca PAM = counter-screen for M1 PAMs: effect in parental CHO-K1 cells; ATP EC20, Fluo-8 calcium fluorescence; 0% at ATP EC20, 100% at ATP max; activation, % at 3 µM; 360,000 tested, 0.02% active; AID 602247;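 active means activation above the run cutoff, the mean activation of all test compounds plus 3 SD, cut at about 40% in these data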;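 further: peak over basal fluorescence ratio in a 140 s read after ATP addition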
# M1 ag = activates human CHRM1 receptor; 360,000 tested, 0.33% active; CHO-K1 hM1, Fluo-8 calcium fluorescence, agonist mode; 0% DMSO, 100% acetylcholine EC100; P11229; activation, % at 3 µM;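 active means activation above the run's mean compound activation plus 3 SD, cut at about 16% in these data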;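 further: peak over basal fluorescence ratio within a 140 s kinetic read after compound addition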
# TAAR1 ag = agonists of human TAAR1; activation, % at 3 µM; CHO RD-HGA16 TAAR1, Fluo-8 calcium fluorescence; vehicle wells 0%, saturating PEA agonist 100%; 360,000 tested, 0.99% active;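 active means activation above the mean activation of all test compounds in the run plus 3 SD, cut at about 38% in these data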
#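 System: CHO-derived RD-HGA16 cells with stable Gα16 and human TAAR1 / Times: 17-24 h plating, Fluo-8 75 min 37 °C, 30 min RT / Technique: calcium-sensitive Fluo-8 signal, excitation 470-495, emission 515-575 nm / Measure: % activation relative to PEA EC100 response / Benchmarks: DMSO and PEA EC100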
# CHO-K1 Ca antag = counter-screen for M1 antagonists: effect in parental CHO-K1 cells. inhibition, % at 3 µM. 360,000 tested, 0.6% active. ATP-induced calcium, Fluo-8 fluorescence;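 active means inhibition above a per-plate cutoff, the plate's mean sample inhibition plus 3 SD, cut at about 24% in these data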;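 further: 0% = DMSO plus EC80 ATP and 100% = DMSO alone without ATP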
# * hit, by the source's call; / = no result given.
# The line under a structure holds: OXTR potentiate	TAAR1 antag	CHO-K1 Ca ag	CHO-K1 Ca antag	V1R ag counter	CHO-K1 Ca PAM	TAAR1 ag	M1 ag	CHO parental Ca
Cc1[nH]nc2c1C1(C(=O)Nc3ccc([N+](=O)[O-])cc31)C(C#N)=C(N)O2 (configuration not stated)
 : -3.0	1.1	0.8	-11.4	-0.9	17.1	4.0	-3.0	8.7
O=C(Cc1ccccc1)NS(=O)(=O)c1ccc(N=NN2CCOCC2)cc1
 : -9.0	-3.5	-0.9	4.5	0.9	5.8	1.3	-2.4	-0.5
CNC(=O)c1cc2cc(OC)ccc2n1CCN(C)C
 : -6.2	-10.8	-0.2	4.8	-0.7	-0.2	2.1	-4.5	-12.1
O=S(=O)(c1ccc(Br)cc1)c1nc(-c2ccco2)oc1NCCCn1ccnc1
 : /	2.3	1.7	-12.3	/	8.5	0.0	-6.1	/
CCCC(=O)OCC(=O)Nc1ccccc1C#N
 : -0.5	-14.0	1.0	-11.1	2.2	18.3	0.0	-3.0	4.3
Cc1scc(C(=O)N/N=C/c2ccc(Cl)s2)c1C
 : -0.2	14.5	1.9	-15.9	1.0	18.8	4.2	-3.8	-8.9
C=CCNC(=S)NNC(=O)c1ccc(C)c(Cl)c1
 : -1.7	-23.1	2.1	-17.4	0.2	18.6	3.6	-3.4	-4.2
CCOC(=O)N1CCN(S(=O)(=O)c2ccc(C)cc2)CC1
 : -8.6	-8.8	0.7	-8.2	1.2	17.2	6.0	-2.7	-4.7
C[C@@H](c1ccccc1)N1C[C@H](COCc2ccccc2)Oc2cc(N3CCC[C@H]3CO)ccc2S1(=O)=O
 : /	-9.7	2.0	-19.0	/	13.5	-1.5	/	/
O=C(CCn1c(=O)sc2ccccc21)NCc1ccccc1
 : -4.3	-0.3	0.2	4.5	0.7	-6.8	0.2	2.0	4.4
OC1CCCN(C(=S)Nc2ccc(SC(F)F)cc2)C1 (configuration not stated)
 : -11.4	-15.1	1.5	-5.8	4.5	15.8	3.8	2.0	-3.5
O=C(O)c1ccccc1CSc1nc2ccccc2o1
 : -6.6	2.2	0.0	18.0	0.1	-4.0	-2.2	-1.0	-7.6
O=C(Nc1ccc(Cl)cc1)N1CCOC12CCC1(CC2)OCCO1
 : -1.0	-10.1	0.8	2.8	-0.9	-13.3	3.7	-3.8	-3.0
CCOc1cccc2sc(N(CCN(CC)CC)C(=O)c3ccc(S(=O)(=O)N4CCCCC4)cc3)nc12
 : 1.8	-1.3	-0.4	-10.9	-0.7	16.4	1.8	-6.6	-8.8
COc1ccc(C(=O)COC(=O)c2ccc(OC)c(OC)c2)cc1OC
 : -5.0	-18.9	0.7	-2.6	0.2	6.4	5.1	1.3	-3.2
Cc1ccc(-c2nc3ncccc3o2)cc1NC(=O)C(C)(C)C
 : -9.3	-9.9	2.2	-15.1	1.2	27.6	0.0	-2.4	-1.6
CCC1CO/C(=C(\C(=C(Cl)Cl)N2CCOCC2)[N+](=O)[O-])N1 (configuration not stated)
 : -11.9	-3.7	1.0	-12.9	0.6	13.6	1.4	-5.1	2.6
O=C(CNC(=O)c1ccccc1F)N/N=C/c1ccco1
 : -1.8	-9.7	0.0	-6.8	0.3	7.2	1.9	5.2	1.2
O=c1cc(CN2CCN(S(=O)(=O)c3ccc4ccccc4c3)CC2)nc2sccn12
 : 3.7	-0.5	-0.3	-6.0	0.5	19.4	11.0	-16.0	-28.4
CCOC(=O)c1nc(C)nc(Sc2n[nH]c(-c3cc(Cl)cc(Cl)c3)n2)c1C
 : -2.6	1.0	-0.1	7.8	2.8	-18.9	0.9	-1.9	-29.6
Cc1cc(/C=C2\NC(=S)NC2=O)c(C)n1-c1cccnc1
 : -10.6	-27.6	4.5	-1.3	0.6	12.3	6.0	2.0	-9.9
CCCCN(C)c1c(C)nc2ccc(C(=O)NCc3cccs3)cn12
 : /	-13.8	3.7	4.0	/	-7.3	5.0	-2.5	/
Cc1ccc(-c2csc(NC(=O)COc3ccc(N(C)S(=O)(=O)c4ccc(C)cc4)cc3)n2)cc1
 : -5.9	0.7	1.1	-9.9	-0.1	21.2	3.2	-5.6	-0.7
CN(C)c1ccc2c(=O)[nH][nH]c(=O)c2c1
 : -0.4	5.0	1.0	-3.3	-0.3	23.7	-1.0	-6.3	6.6
CCCSc1ncnc2c1oc1ccccc12
 : 1.6	/	0.3	-14.9	0.5	13.4	/	-5.3	-0.9
Cc1cc(C(=O)COC(=O)c2ccc(Cl)c(S(N)(=O)=O)c2)c(C)n1CC1CCCO1 (configuration not stated)
 : -9.0	10.3	3.9	-10.8	5.1	9.0	3.3	0.9	-4.6
CCOC(=O)c1c(C)n(C)c2ccc(OC)c(NC(=O)CN3CCC4(CC3)OCCO4)c12
 : 0.3	10.2	1.1	-2.7	-0.4	7.8	5.1	-3.9	-3.7
COc1ccc(CCNC(=O)Cc2cc(=O)[nH]c(=O)[nH]2)cc1OC
 : -1.7	12.0	0.6	2.7	-0.5	6.7	0.1	-4.1	-0.2
O=C(O)CC1=C(O)C(=O)N(c2ccccc2)C1c1ccc(Cl)cc1 (configuration not stated)
 : 3.6	5.7	0.9	-12.9	1.0	12.6	10.1	-3.2	10.0
C/C(CC(=O)NCc1ccco1)=N\NC(=O)C(c1ccccc1)c1ccccc1
 : -12.5	-16.2	-0.1	0.9	-0.3	-0.8	2.8	-2.5	-26.5
CN(C)c1cccc2c(/C=N/O)ccc(N(C)C)c12
 : -1.6	12.6	-0.7	19.1	-0.1	-8.0	-0.2	-13.1	-5.3
Cc1ccc(OCC(=O)N2CCCCCCC2)cc1
 : -14.6	-17.5	-0.2	-0.9	2.5	11.9	3.2	-3.1	1.4
NC(=O)c1ccsc1NC(=O)COC(=O)c1ccc(Cl)cc1
 : -11.7	28.2	7.7	14.5	7.4	-4.3	26.5	-0.3	-16.0
Cn1nnnc1SCCNCc1ccc(Cl)cc1
 : -1.6	-3.0	-0.2	22.5	0.6	-5.7	9.2	-9.0	-2.9
CCCN(CCC)CC(O)CN(c1ccccc1)S(=O)(=O)c1ccc(C)cc1 (configuration not stated)
 : 1.4	12.3	-0.1	-1.4	0.1	0.1	3.9	-5.4	-13.0
Cc1cccc2c(N=Nc3ccccc3)c(O)[nH]c12
 : -7.1	-18.5	1.1	-12.1	1.2	2.8	-0.7	-2.1	-1.2
O=C(NCCc1ccc(Cl)cc1)C1CCC(=O)N1Cc1ccccc1Cl (configuration not stated)
 : -4.0	8.3	1.0	-16.9	0.7	22.9	3.8	-10.1	-17.5
COc1cccc(NC(=O)CSC2=C(C#N)C(c3ccco3)C3=C(CCCC3=O)N2)c1 (configuration not stated)
 : -11.1	16.7	2.3	-11.9	0.8	18.8	10.5	7.8	-21.1
N#CC1=C(N)NC(SCC(=O)O)=C(C#N)C12CCCC2
 : -17.0	-8.5	0.0	0.6	-0.8	7.9	1.3	-2.9	1.2
Clc1cccc(-c2ccc(/C=N/n3cnnc3)o2)c1
 : -6.3	-3.0	-0.5	-17.8	0.2	24.3	11.3	-3.5	-4.2
O=C1CCCC/C1=C/NCc1ccc(F)cc1
 : -5.8	-1.8	1.3	2.1	0.5	4.5	7.5	-7.1	-5.2
Cc1ccc(C(=O)NCC(c2ccco2)N2CCc3ccccc32)cc1C (configuration not stated)
 : -9.1	-14.0	0.0	-11.2	-1.2	17.1	-1.5	-6.1	-38.6
Cc1ccc(-n2c(O)c(/C=N/NC(=O)C3COc4ccccc4O3)c3ccccc3c2=O)cc1 (configuration not stated)
 : -5.4	47.1	5.0	-18.0	4.3	17.5	14.3	-1.2	-7.3
CC(=O)Nc1ccc(NC(=O)CNC(=O)c2sc3ccccc3c2Cl)cc1
 : -8.6	-17.1	0.1	3.1	-0.7	-18.6	1.4	-2.0	-9.1
Cc1ccc(-c2nc(-c3ccccc3)no2)cc1
 : 0.6	4.4	0.0	6.8	0.6	-3.9	2.8	-1.3	-1.0
CCc1ccc(C(=O)COC(=O)c2cncc(Br)c2)cc1
 : -3.4	-3.5	0.4	-5.3	-1.3	16.0	4.9	-12.1	-24.2
CC(C)CNC(=O)Nc1ccc(F)c(Cl)c1
 : 6.4	1.4	4.4	10.1	5.6	3.1	13.7	-3.3	-7.4
Cc1ccc(CN2CCN(/N=C/c3ccc(Cl)c([N+](=O)[O-])c3)CC2)cc1
 : -23.8	-8.7	3.7	-3.6	1.4	20.0	1.4	-14.5	-9.9
COc1ccccc1C(=O)C1CCCN(Cc2cccc3nccnc23)C1 (configuration not stated)
 : -0.1	-21.9	5.3	-9.8	1.8	-9.6	3.1	-4.0	-7.4
CN1C(=S)SC(/[N+]([O-])=C/c2c(F)cccc2Cl)C1(C)C (configuration not stated)
 : -10.0	-21.3	0.2	-2.3	1.7	11.6	3.1	-0.9	-7.6
Nc1ccccc1C#Cc1ccc([N+](=O)[O-])cc1
 : -6.9	23.2	-0.5	-2.5	-1.1	5.0	-0.3	-1.8	-2.4
CCc1nnc(NC(=O)c2ccc(S(=O)(=O)N(CC)CC)cc2)s1
 : -6.7	-16.9	0.8	-8.9	-0.1	8.0	4.3	-1.8	3.7
Cc1oc(-c2ccc(C(F)(F)F)cc2)nc1CN(Cc1ccccn1)C[C@@H]1CCC(=O)N1
 : 2.6	-13.6	-0.4	-1.5	0.1	15.1	1.1	-8.6	-15.5
COc1cccc(CNC(=O)CCCn2nc(C)n3c(cc4sccc43)c2=O)c1
 : -4.5	-14.1	1.1	-8.6	0.9	8.3	3.0	-2.4	-11.9
Cc1[nH]nc(Nc2ccc(Br)cc2)c1[N+](=O)[O-]
 : -14.7	5.0	4.5	-15.4	3.0	11.4	2.6	1.0	12.1
COc1ccc(OC)c(CN2CCC(CNC(=O)Nc3cccc(Cl)c3)CC2)c1
 : -4.9	-18.1	2.0	-15.4	1.7	6.6	8.8	-1.0	-20.3

# A few values from the results shown:
# M1 ag with Cc1ccc(OCC(=O)N2CCCCCCC2)cc1 reads -3.1
# TAAR1 ag with COc1ccc(C(=O)COC(=O)c2ccc(OC)c(OC)c2)cc1OC reads 5.1

# An unsorted share of the library. About 3.3% of those tested had a hit in this group.
